Source: PubChem (several laboratories)
NPY-Y2 PAM-ag: NPY-Y2 potentiators or agonists, primary screen, cell-based; Neuropeptide Y receptor type 2 (Homo sapiens), P49146; cells expressing NPY-Y2, potentiator/agonist read-out; activation, % at 3.6 µM; hit rate 0.45% among 220,000; in the data active means activation above about 27%;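 further: cells stimulated with NPY near EC25 plus isoproterenol at EC100; 0% = vehicle plus submaximal agonist and 100% = vehicle plus saturating agonist; some results beyond the cut were filed as inactive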
Target sequence (P49146 whole entry, looked up): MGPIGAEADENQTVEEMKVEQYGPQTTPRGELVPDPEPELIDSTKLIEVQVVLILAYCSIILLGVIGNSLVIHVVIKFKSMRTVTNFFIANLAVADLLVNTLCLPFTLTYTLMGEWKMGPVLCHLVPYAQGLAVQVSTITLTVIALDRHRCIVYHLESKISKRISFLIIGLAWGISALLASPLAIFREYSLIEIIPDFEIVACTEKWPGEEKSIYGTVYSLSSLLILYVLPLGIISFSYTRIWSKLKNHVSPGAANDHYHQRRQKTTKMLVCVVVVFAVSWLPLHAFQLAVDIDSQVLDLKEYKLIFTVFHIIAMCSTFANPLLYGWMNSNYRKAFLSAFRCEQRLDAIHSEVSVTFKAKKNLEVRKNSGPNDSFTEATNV
NPY-Y1 antag: NPY-Y1 receptor antagonists, primary screen, cell-based. Neuropeptide Y receptor type 1 (Homo sapiens), P25929. hit rate 1% among 200,000. AID 1040, 2008. HEK293-CNG Y1 cells, membrane potential fluorescence; NPY at EC95, then isoproterenol. inhibition, % at 3.6 µM;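 active means inhibition above the campaign mean inhibition of all tested compounds plus 3 SD, cut at about 20% in these data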;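 further: 0% = DMSO wells given NPY plus isoproterenol and 100% = isoproterenol alone without NPY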
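Material: Y1- and CNG-channel-expressing HEK293 cells / Probe or stimulus: NPY 25 nM then isoproterenol 1 µM plus Ro 20-1724 25 µM / Doses: 3.6 µM single dose, DMSO 0.4% / Schedule: compound incubation 1 h at room temperature, readout 45 min post-stimulation / Signal: membrane potential fluorescence / Benchmarks: isoproterenol-only wells as full block versus NPY-plus-isoproterenol wells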
Runt-CBFb FRET: inhibitors of RUNX1 Runt–CBFb binding, primary screen, biochemical, FRET, Cerulean-Runt, Venus-CBFb, uHTS. inhibition, % at 20 µM. Runt-related transcription factor 1 (Homo sapiens) + Core-binding factor subunit beta …. Cerulean-Runt/Venus-CBFb FRET ratio 530/480, 1 h. AID 1496, 2009. hit rate 0.46% among 220,000;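 active means inhibition over about 50% at 20 µM in the single-dose screen, limit read from the data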;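 further: 0% = DMSO wells and 100% = excess unlabeled CBFb competitor control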
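Assay system: Cerulean-Runt domain / Medium: Tris 50 mM pH 7.5, KCl, K2SO4, 0.01% BSA / Timing: protein complex preformed 1 h, compound exposure 1 h, room temperature, dark / Measured by: FRET, excitation 422 nm, emission at 530 and 480 nm / Evaluation: loss of energy transfer signal / Control set: 5 µM unlabeled CBFb as full-inhibition high control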
RBBP9 inh: human RBBP9 inhibitors, primary screen, biochemical, fluorescence polarization, FP-Rh probe, HTS. Serine hydrolase RBBP9 (Homo sapiens), O75884. recombinant RBBP9. inhibition, % at 7.94 µM. hit rate 0.2% among 220,000. AID 1515, 2009;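 active means inhibition above the campaign mean of all tested compounds plus 3 SD, cut at about 14% in these data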;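 further: plate controls were DMSO wells with RBBP9 for no effect and wells lacking RBBP9 protein for full effect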
Target sequence (O75884 whole entry, looked up): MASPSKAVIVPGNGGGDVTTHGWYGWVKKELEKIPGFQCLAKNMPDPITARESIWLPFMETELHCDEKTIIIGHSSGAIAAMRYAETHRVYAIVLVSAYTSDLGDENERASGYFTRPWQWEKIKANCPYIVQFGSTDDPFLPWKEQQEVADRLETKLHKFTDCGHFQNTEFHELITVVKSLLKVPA
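System: RBBP9 protein | Quantity: 2.5 µM RBBP9 dispensing solution, before mixing | Reagent: FP-Rh probe, 375 nM dispensing solution | Timing: Enzyme-compound preincubation 30 min, then probe labeling 45 min, 25 °C | Measured by: Fluorescence polarization | Read-out: % inhibition | Replication: One well per compound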
NPY-Y1 PAM-ag: NPY-Y1 receptor potentiators or agonists, primary screen, cell-based; Neuropeptide Y receptor type 1 (Homo sapiens), P25929; NPY-Y1 expressing cells, potentiator/agonist activation; activation, % at 3.6 µM; hit rate 0.37% among 220,000; in the data active means activation above about 33%, passing the limit was not always enough;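 further: cells stimulated with NPY at EC10 then isoproterenol at EC100; 0% = low agonist plus stimulus and 100% = saturating agonist plus stimulus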
Hck-Nef inh: inhibitors of Nef-activated human Hck kinase, primary screen, biochemical, Z-Lyte FRET, 384-well, Hck-YEEI; Tyrosine-protein kinase HCK (Homo sapiens), P08631; Recombinant Hck-YEEI plus Nef, Z-Lyte FRET kinase assay; inhibition, % at 20 µM; hit rate 0.68% among 220,000; AID 463187, 2010;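 active means Hck-Nef kinase inhibition above about 50%, limit read from the data; inactive means inhibition below that limit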;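 further: 0% = DMSO with Hck plus Nef and 100% = Hck alone without Nef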
p97 inhibitor: inhibitors of human p97 ATPase, primary screen, biochemical. recombinant p97 ATPase, Kinase-Glo ATP luminescence, 3 h. Transitional endoplasmic reticulum ATPase (Homo sapiens), P55072. hit rate 0.42% among 220,000. inhibition, % at 8 µM; in the data active means inhibition above about 15%;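 further: 0% = DMSO vehicle and 100% = wells lacking enzyme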
MDM2 E3 inh: MDM2-luciferase reporter signal enhancers, primary screen, MDM2 E3 ligase inhibitor project, cell-based, luminescence, 1536-well. signal enhancement, % at 5 µM. cell-based MDM2 ubiquitination luciferase reporter, 2 h; 0 = plate control, 100 = twice control, blank-subtracted. E3 ubiquitin-protein ligase Mdm2 (Homo sapiens), Q00987. hit rate 0.11% among 210,000;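 active means signal enhancement of 30% or more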;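 further: luminescence tracks abundance of the self-degrading MDM2-luciferase fusion protein; higher signal means inhibition of MDM2 E3 ligase activity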
Target sequence (Q00987 whole entry, looked up, the tested form may be a part): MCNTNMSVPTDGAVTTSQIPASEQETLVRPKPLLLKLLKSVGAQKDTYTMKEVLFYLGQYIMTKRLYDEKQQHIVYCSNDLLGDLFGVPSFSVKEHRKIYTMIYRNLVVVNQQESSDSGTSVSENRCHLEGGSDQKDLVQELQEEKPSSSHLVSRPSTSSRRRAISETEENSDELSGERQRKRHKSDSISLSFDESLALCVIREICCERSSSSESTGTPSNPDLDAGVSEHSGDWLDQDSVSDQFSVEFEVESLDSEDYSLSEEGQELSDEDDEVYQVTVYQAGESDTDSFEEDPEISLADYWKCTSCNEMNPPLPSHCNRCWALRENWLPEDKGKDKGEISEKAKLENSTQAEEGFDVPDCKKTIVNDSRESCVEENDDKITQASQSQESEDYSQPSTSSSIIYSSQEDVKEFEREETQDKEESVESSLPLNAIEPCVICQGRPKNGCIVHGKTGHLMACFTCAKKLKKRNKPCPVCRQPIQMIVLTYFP
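Assay system: mammalian cells stably expressing self-ubiquitinating, self-degrading MDM2 E3–luciferase fusion. Quantity: 2000 cells in each well. Medium: DMEM culture medium. Compound dosing: single-point 5 µM. Timing: cell settling 4 h, compound treatment 2 h, both 37 °C. Technique: luciferase luminescence. Read-out basis: percent signal gain over controls, blank-subtracted. Benchmarks: plate controls and plate blanks.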
Runt-SMMHC FRET: inhibitors of RUNX1 Runt–CBFb-SMMHC binding, primary screen, biochemical, FRET, Cerulean-Runt, Venus-CBFb-SMMHC, uHTS. Cerulean-Runt/Venus-CBFb-SMMHC FRET ratio 530/480, 1 h. Runt-related transcription factor 1 (Homo sapiens) + Core-binding factor subunit beta …. inhibition, % at 20 µM. AID 1434, 2008. hit rate 0.74% among 220,000;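 active means mean inhibition across duplicate retests at 20 µM reaching about 50%, limit read from the data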;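 further: 0% = DMSO wells and 100% = wells with excess untagged CBFb-SMMHC; inhibitors lower the FRET ratio by blocking Runt binding to CBFb-SMMHC; some results filed as inactive read as strong as hits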
* marks the source's active call; other numbers are inactive results; . = not tested or not shown.

SMILES	NPY-Y2 PAM-ag	NPY-Y1 antag	Runt-CBFb FRET	RBBP9 inh	NPY-Y1 PAM-ag	Hck-Nef inh	p97 inhibitor	MDM2 E3 inh	Runt-SMMHC FRET
Cc1ccsc1C(=O)N1CCC(CO)(Cc2ccccc2)CC1	-1	2	0	-6	13	21	4	15	4
CSc1ccc(Cl)c(C(=O)OCC(=O)Nc2ccccc2OC(F)F)c1	-12	-1	-3	-8	-16	-21	0	-4	1
CC(C)(C)OC(=O)CNC(=O)c1[nH]cnc1C(=O)N[C@@H](Cc1ccccc1)C(=O)OC(C)(C)C	.	.	-4	.	.	28	.	9	0
N#Cc1c(N(CCO)CCO)nc(N)c2c(N)nc3c(c12)CC(=O)N3CC1CCCO1 (stereo unspecified)	0	.	7	-1	-11	-61	26*	-7	-4
CN(C)S(=O)(=O)N1CCN(c2ccc([N+](=O)[O-])c(N3CCCCC3)c2)CC1	4	-3	-4	-5	18	21	-2	-4	-4
Cc1c(N)cc[n+](CC(=O)c2ccccc2)c1C	-3	-4	-2	-1	11	14	8	-12	3
Cc1ccc2oc(=O)c3cnn(CC(=O)N(CCCN4CCOCC4)Cc4ccco4)c3c2c1	11	-2	1	5	2	1	2	-6	2
CC1C(C#N)=C(N)OC2=C1C(=O)CCC2 (stereo unspecified)	16	2	1	-6	11	1	1	-9	3
CCCn1c(N)c(C(=O)CSc2nnc(Cc3ccccc3)o2)c(=O)n(C)c1=O	9	-16	-6	-1	-15	1	-6	-7	2
O=C(CSc1nc2ccccc2[nH]1)N/N=C/c1ccncc1	-19	.	1	2	17	-13	-2	-16	0
CC(=O)Oc1cc2c3c(c1)/C(=C1/SC(=S)NC1=O)C(=O)N3C(C)(C)C=C2C	23	.	19	5	51*	11	25*	-6	-9
CCCC(=N)C1=C(O)CC(CC(C)SCC)CC1=O (stereo unspecified)	9	3	-2	4	13	-3	2	-6	-3
CCc1ccc(NC(=O)c2noc(C(C)C)c2[N+](=O)[O-])cc1	-31	15	-2	-7	-12	3	2	-21	2
COc1cc2[nH]c(=S)nc(NCCc3ccc(S(N)(=O)=O)cc3)c2cc1OC	7	8	3	-4	15	29	3	-2	2
COc1ccccc1C/C(N)=N/OC(=O)COc1cccc(C)c1	-3	7	-2	7	-33	5	-2	-15	2

The closing two entries of the part before lead into the next.
SMILES	NPY-Y2 PAM-ag	NPY-Y1 antag	Runt-CBFb FRET	RBBP9 inh	NPY-Y1 PAM-ag	Hck-Nef inh	p97 inhibitor	MDM2 E3 inh	Runt-SMMHC FRET
COc1cc2[nH]c(=S)nc(NCCc3ccc(S(N)(=O)=O)cc3)c2cc1OC	7	8	3	-4	15	29	3	-2	2
COc1ccccc1C/C(N)=N/OC(=O)COc1cccc(C)c1	-3	7	-2	7	-33	5	-2	-15	2
COc1nc(OC)nc(N2CCC(C(=O)NCC3CCCCC3)CC2)n1	-1	-5	1	-8	-23	0	1	-28	1
Cc1oc2ccc(O)c(CN3CCOCC3)c2c1C(=O)c1ccc(Cl)cc1	-3	6	-4	-6	-15	1	0	-9	-1
COc1ccc(CCNC(=O)Cc2cccs2)cc1OC	6	5	0	-8	16	18	5	6	-3
O=C(CCCn1c(=S)[nH]c2cc3c(cc2c1=O)OCO3)N1CCN(c2ccccc2F)CC1	8	5	0	-3	1	2	2	-1	0
Cc1[nH]n(-c2ccccc2)c(=O)c1/C=N\NC(=O)C1COc2ccccc2O1 (stereo unspecified)	-1	2	-1	0	2	1	-3	-34	3
O=C(CS(=O)(=O)c1ccccc1)c1ccc2c(c1)OCCO2	11	-1	3	-3	4	1	2	-13	-6
CC(=O)Nc1ccc(S(=O)(=O)Nc2nc3ccccc3nc2Nc2ccc3ccccc3c2)cc1	11	-7	-3	1	8	5	0	-9	-36
O/N=C(/CCc1ccccc1)c1ccc2c(c1)OCCO2	-11	1	-1	-3	-20	-10	-2	-8	-2
N#Cc1c(N)nc2c(c1-c1ccncc1)CCCC2	4	-4	-3	2	0	4	5	0	3
CC(C)(Oc1ccc(CCNC(=O)c2ccc(-c3ccccc3)o2)cc1)C(=O)O	6	-3	3	-5	-10	0	-7	-9	2
Cc1cccc(NS(=O)(=O)c2ccc(C)c(C(=O)OCC(=O)Nc3cc(C)on3)c2)c1	0	-6	2	-13	-5	-20	-6	-10	3
OCCSc1nc2ccccc2n1CCOc1ccccc1	-17	5	0	3	1	-1	0	-19	0
CC1(C)C(=O)Nc2ccccc2N1C(=O)Cn1ncc(Cl)c(Cl)c1=O	29	.	-2	-9	0	32	6	-4	-1
COc1cc(/C=N/N=C2/C(=O)Nc3ccccc32)cc(OC)c1O	7	3	4	-10	6	5	4	-8	8
Cc1cccc(C)c1N1C(=O)CC(N2CCSCC2)C1=O (stereo unspecified)	-15	.	1	-11	-3	11	-3	-5	0
O=[N+]([O-])c1cccc2c3c([nH]c12)CCCC3	4	.	-2	-2	13	29	4	-10	2
O=C(Nc1ccc2c(c1)ncn2C1CCCCC1)c1ccco1	7	1	0	-6	-3	5	1	-19	2
Cc1cc(C)c(S(=O)(=O)N2CCCCC2)c(C)c1-n1ncnn1	-7	4	1	-1	7	-2	-1	-10	3
O=C(c1ccco1)N1CCN(CC(=O)N2c3ccccc3CCc3ccccc32)CC1	2	0	2	-6	6	6	-1	-46	-3
CCCNC(=O)Cc1ncn[nH]1	8	-1	1	-6	12	0	-2	-11	0
N#Cc1nc(-c2ccco2)oc1NCc1ccccc1Cl	-12	.	1	-9	-10	17	6	2	1
Cc1ccc(-n2c(-c3ccco3)nc3nc4ccccc4nc32)cc1F	-7	4	-26	-1	12	1	8	-7	-40
Cc1cc(C(=O)COC(=O)c2ccccc2O)c(C)n1Cc1cccs1	-7	12	1	-7	-6	11	-2	-75	0
COc1ccc2nc(NC(=O)C3CCN(S(=O)(=O)c4cccc5nsnc45)CC3)sc2c1	29	-8	-1	-5	47*	1	2	-7	-5
O=C(NC1CCCCC1)c1cc([N+](=O)[O-])[nH]n1	-5	2	3	-5	19	-1	-5	.	0
O=C(COC(=O)c1cncc(Br)c1)NC1CCCC1	-13	-8	0	0	-9	25	0	-73	-4
O=C1C(Cl)=C(NC2CCCCC2)C(=O)N1c1ccc(Cl)cc1	5	-1	-80	-7	-18	-9	0	-8	-29
CC(C)NC(=O)NC(=O)CSc1nnc(COc2ccccc2F)n1C(C)C1CC2CCC1C2 (stereo unspecified)	-7	-3	-7	-7	18	1	-11	-9	-11
CCc1nnc(NC(=O)C2CCCO2)s1 (stereo unspecified)	-5	1	.	-3	-6	19	5	-7	.
O=C(CN1CCc2[nH]c3ccccc3c2C1)N1CCCCC1	10	18	-11	-5	16	0	-1	-10	-14
Fc1ccc(Br)cc1C1C=C(c2cccnc2)Nc2ncnn21 (stereo unspecified)	0	-1	-4	-4	1	-2	5	-14	-40
COc1cc(/C=N/N(C)C)ccc1OC(=O)c1cccs1	-18	6	-1	0	8	-36	-1	-11	-4
Cc1ccc(-n2nnnc2CSc2nnc(-c3ccc(O)cc3)o2)cc1	-2	5	0	0	-12	1	3	4	-4
O=S(=O)(c1cccc(-c2csc(N/N=C/c3ccco3)n2)c1)N1CCOCC1	-11	.	-1	3	9	9	4	-10	0
COCCNC(=O)CCc1nc(-c2ccccc2)no1	-9	2	2	-1	18	2	0	-36	0
C=CCOc1ccc(/C=C2\SC(=S)N(CCC(=O)O)C2=O)cc1	-28	.	-5	1	7	-2	0	-18	-12
CC(C)n1nnnc1SCC(=O)NCc1cccs1	-15	0	-1	9	7	0	7	-17	-9
C=CCNc1nc(=S)[nH]c2cc(OC)c(OC)cc12	0	8	3	3	8	25	5	-8	0
O=C(COc1ccc(Br)cc1CNC1CCCC1)Nc1ccccc1	-13	17	2	-2	-14	3	-1	-28	-2
Cc1cc(/C=C2\SC(=S)N(C)C2=O)c(C)n1-c1ccc(O)cc1	-4	.	-16	-9	8	3	4	-75	-52
CCCc1ccc(OCc2nc(-c3ccc(NC(=O)c4ccco4)cc3)no2)cc1	9	-4	0	-13	15	-1	-1	-4	-1
CCN(CC)S(=O)(=O)c1ccc2nc(SC)sc2c1	-18	3	0	1	-7	-18	-4	-12	-1
O=C(NCc1ccccn1)C1CCN(Cc2cccc(OCc3ccccc3)c2)CC1	0	3	-2	-5	-3	4	-3	-3	2
Cc1cccc(NC(=O)c2ccc(S(=O)(=O)N3CCCCC3)cc2)n1	.	.	1	.	.	27	.	5	2
COc1ccccc1N(CC(=O)Nc1cccc(C(F)(F)F)c1)S(C)(=O)=O	-32	0	-1	1	2	8	4	-20	-3
CCOC(=O)c1ccc(-n2c(=O)[nH]c3ccccc3c2=O)cc1	1	-6	0	-2	-9	-2	-6	-16	2
CSc1nc(SCC(=O)O)c2sc3nc(-c4ccccc4)c4c(c3c2n1)CCC4	-12	.	38	-15	11	-52	-5	-18	-24
NS(=O)(=O)c1ccc(CCNC(=O)c2ccc(Cn3c(=O)[nH]c4ccccc4c3=O)cc2)cc1	-2	1	-6	-10	-12	17	-1	-18	-1
c1ccc(CCc2nn3c(C4COc5ccccc5O4)nnc3s2)cc1 (stereo unspecified)	-6	16	23	-1	-12	0	0	20	3
COc1cc2c(cc1NC(=O)C(C)Sc1ccc(NC(C)=O)cc1)oc1ccccc12 (stereo unspecified)	0	-5	3	-1	4	10	4	6	-3
